PREPL inh – inhibitors of human prolyl oligopeptidase-like enzyme PREPL; Q4J6C6; recombinant PREPL, fluorescence polarization activity-based probe; inhibition, % at 5.96 µM; hit rate 0.68% among 320,000; in the data active means inhibition above about 43%;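 further: 0% = enzyme with DMSO and 100% = wells lacking enzyme; many of its hits are not listed in these tables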
PAD4 inh – inhibitors of human PAD4. recombinant PAD4, RCA probe fluorescence polarization. inhibition, % at 6.36 µM. hit rate 0.41% among 330,000;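 active means percent inhibition above a cutoff equal to the mean of all tested compounds plus 3 SD, cut at about 15% in these data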;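 further: 0% = PAD4 with RCA probe and DMSO and 100% = probe without PAD4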
LYPLA1 inh – LYPLA1 (human) inhibition in PME1 counter-screen; recombinant LYPLA1, FP-Rh probe fluorescence polarization; inhibition, % at 5.9 µM; hit rate 0.16% among 320,000; AID 2174;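 active means inhibition above the mean of all tested compounds plus 3 SD, set per campaign, cut at about 14% in these data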;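 further: inhibitors block serine hydrolase probe labeling of LYPLA1 so polarization falls; 0% = enzyme with DMSO and 100% = wells lacking LYPLA1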
PAFAH1B3 FP inh – blocks human PAF acetylhydrolase 1B catalytic subunit 3. Q15102. recombinant PAFAH1B3, FP-rhodamine probe, fluorescence polarization. inhibition, % at 3.39 µM. hit rate 0.28% among 340,000. AID 492972;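 active means inhibition above the screen-wide average of all tested compounds plus 3 SD, cut at about 25% in these data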;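 further: 0% = enzyme with DMSO only and 100% = wells lacking PAFAH1B3 protein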
GSTO1 counter – counter-screen for RBBP9 inhibitors: inhibitors of human GSTO1. recombinant GSTO1, activity-based probe fluorescence polarization. inhibition, % at 5.96 µM. hit rate 1.1% among 300,000;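 active means inhibition above the campaign mean inhibition plus 3 SD, cut at about 35% in these data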;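 further: 0% = GSTO1-1 with DMSO and 100% = wells lacking GSTO1-1 enzyme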
LYPLA2 inh – blocks human lysophospholipase 2, a PME1 counter-screen | recombinant LYPLA2, FP-Rh probe fluorescence polarization | inhibition, % at 5.9 µM | hit rate 0.38% among 320,000;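 active means inhibition above the screen-wide mean plus 3 SD, limit set per campaign, cut at about 26% in these data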;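 further: 0% = LYPLA2 with DMSO and 100% = wells lacking LYPLA2 enzyme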
Target sequence (O95372 whole entry, looked up): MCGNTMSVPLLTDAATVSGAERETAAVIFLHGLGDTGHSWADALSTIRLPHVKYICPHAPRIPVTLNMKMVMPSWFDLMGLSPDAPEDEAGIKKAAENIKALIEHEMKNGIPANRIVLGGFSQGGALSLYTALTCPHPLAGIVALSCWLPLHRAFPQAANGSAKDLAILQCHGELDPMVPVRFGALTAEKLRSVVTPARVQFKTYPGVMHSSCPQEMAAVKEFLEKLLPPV
PAFAH2 FP inh – inhibitors of human PAFAH2. hit rate 0.99% among 340,000. recombinant PAFAH2, FP-rhodamine activity probe, fluorescence polarization. inhibition, % at 3.39 µM. Q99487;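 active means inhibition above the mean over all tested compounds plus 3 SD, cut at about 30% in these data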;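 further: inhibitors block probe labeling of enzyme so polarization drops; 0% = enzyme with DMSO and 100% = wells lacking PAFAH2 protein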
pPAFAH inh – pPAFAH (human) enzyme inhibition; inhibition, % at 3.39 µM; recombinant pPAFAH, FP-rhodamine probe fluorescence polarization; AID 463082; hit rate 1.5% among 330,000;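 active means inhibition above the mean inhibition across the screen plus 3 SD, cut at about 25% in these data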;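 further: inhibitors block binding of the rhodamine activity-based probe so polarization drops; 0% = enzyme with DMSO and 100% = wells lacking pPAFAH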
Target sequence (Q13093 whole entry, looked up): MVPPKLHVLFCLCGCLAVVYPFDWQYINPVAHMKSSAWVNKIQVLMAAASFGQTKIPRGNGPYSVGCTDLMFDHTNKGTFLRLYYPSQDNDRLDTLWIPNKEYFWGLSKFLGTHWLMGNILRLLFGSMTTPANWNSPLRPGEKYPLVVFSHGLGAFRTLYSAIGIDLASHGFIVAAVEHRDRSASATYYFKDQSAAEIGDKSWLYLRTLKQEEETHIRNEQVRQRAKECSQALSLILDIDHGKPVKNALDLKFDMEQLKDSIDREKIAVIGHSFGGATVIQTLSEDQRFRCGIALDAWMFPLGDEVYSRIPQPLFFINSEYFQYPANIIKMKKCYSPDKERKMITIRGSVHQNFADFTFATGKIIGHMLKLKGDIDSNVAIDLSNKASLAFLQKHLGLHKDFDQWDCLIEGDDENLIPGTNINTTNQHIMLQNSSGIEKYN
PAFAH1B2 FP inh – blocks human PAF acetylhydrolase 1b catalytic subunit 2; P68402; recombinant PAFAH1B2, FP-rhodamine activity probe, fluorescence polarization; inhibition, % at 3.39 µM; hit rate 1.2% among 340,000; AID 492953;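 active means inhibition above the mean of all tested compounds plus 3 SD, cut at about 24% in these data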;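 further: 0% = enzyme with DMSO and 100% = wells lacking PAFAH1B2; many of its hits are not listed in these tables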
Target sequence (P68402 whole entry, looked up): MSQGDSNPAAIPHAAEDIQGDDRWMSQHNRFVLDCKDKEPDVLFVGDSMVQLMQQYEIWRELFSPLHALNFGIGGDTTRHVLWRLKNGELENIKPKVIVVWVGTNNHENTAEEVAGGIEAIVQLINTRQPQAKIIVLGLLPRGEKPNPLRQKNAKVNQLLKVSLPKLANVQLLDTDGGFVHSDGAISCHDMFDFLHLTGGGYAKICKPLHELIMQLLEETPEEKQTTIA
Active calls of the source: *; . = not tested or not shown. Some of the compounds tested (hit frequency here may not be typical).

Order of values – PREPL inh	PAD4 inh	LYPLA1 inh	PAFAH1B3 FP inh	GSTO1 counter	LYPLA2 inh	PAFAH2 FP inh	pPAFAH inh	PAFAH1B2 FP inh
NCCCNc1nc(N)c([N+](=O)[O-])c(NC2CCCCC2)n1
 : -5	-6	-2	1	-7	-4	1	-1	-2
O=C(CSc1nnc(-c2ccc(C(F)(F)F)cn2)s1)c1ccccc1
 : 15	-1	-2	8	16	3	-5	1	4
Cc1ccc(CSc2nnc(-c3ccncc3)o2)c(C)c1
 : -3	-4	2	5	4	4	2	-1	6
Nc1nc(-c2ccccc2)nn1C(=O)c1ccco1
 : -9	-1	1	10	9	1	6	0	1
Cc1ccccc1C(C)NC(=O)COC(=O)Cn1cc(C(F)(F)F)ccc1=O (centres undefined)
 : -2	5	3	3	.	5	3	-1	0
Cc1nc(N)ncc1Sc1ccccc1
 : 8	7	4	-2	4	6	-4	2	6
Cc1ccc(S(=O)(=O)N2CCCC2C(=O)OCc2nc3ccccc3s2)cc1 (centres undefined)
 : 4	-5	1	14	-2	-6	4	6	2
Cc1ccc2nc(NC(=O)COC(=O)c3ccccn3)sc2c1
 : 9	-4	-3	7	12	3	0	1	2
Cc1ccccc1NC(=O)Cc1nc(COC(=O)c2ccc(O)cc2O)cs1
 : 6	-3	-1	1	-2	-2	1	3	2
COc1ccc(-c2c[n+]3c(n2-c2ccc(C)cc2)CCCCC3)cc1
 : 7	-2	1	-2	13	-7	-1	6	1
O=C(c1ccc(Br)s1)N1CCc2ccccc2C1
 : 7	-1	0	1	0	0	-2	7	-4
CCc1ccc2c(c1)C(=O)C(=O)N2CC(=O)Nc1ccc(NC(=O)c2ccccn2)cc1
 : -12	-6	-33	-17	-15	-53	-28	-8	-10
CCc1ccc2oc(-c3ccc(NC(C)=O)cc3)nc2c1
 : -17	1	-12	5	-20	-2	-9	6	-8
COc1cc(CCC(=O)Nc2ccc(S(=O)(=O)N3CCCC3)cc2)cc(OC)c1OC
 : -4	-4	0	0	.	5	-3	0	1
CCOC(=O)C1CCCN(C(=O)c2ccc(Cl)c(S(=O)(=O)N3CCCCCC3)c2)C1 (centres undefined)
 : 5	-2	4	4	-5	5	2	0	6
CCN1CCN(C(=S)c2ccc(OCC(=O)N3CCOCC3)cc2)CC1
 : -6	-6	0	0	1	-1	5	12	5
COc1cc(/C=N/NC(=O)Cc2ccc(Br)cc2)cc(OC)c1O
 : 0	0	-1	6	8	1	3	3	4
CC(C)CNC(=O)CSc1nc2nn(-c3ccccc3)c(=O)c-2c2n1CCCCC2
 : 8	1	1	8	8	1	4	6	0
CSCC[C@H](NC(=O)OC(C)(C)C)C(=O)N1CCC(C(=O)N[C@@H](C)C(=O)NC(C)c2ccccc2)CC1 (some centres undefined)
 : 4	2	1	5	11	2	0	7	4
Cn1c(=O)c2c(nc(NCCCO)n2Cc2cccc(C(F)(F)F)c2)n(C)c1=O
 : 11	-2	-1	-6	-1	4	-2	5	3
CCC1CN(C(=O)N2CCC(C(=O)NCc3ccc(F)cc3)CC2)c2ccccc2O1 (centres undefined)
 : 9	4	0	2	5	2	-2	3	3
COc1ccccc1OCC(=O)Nc1ccccc1C(=O)Nc1cccc(C(=O)O)c1
 : 0	0	0	4	2	-2	-6	2	7
CC(C)CCNC(=O)c1nnc(Cc2ccc(Cl)cc2)o1
 : 11	5	0	-2	5	3	0	3	6
COc1ccc(OC)c(NC(=O)CSCc2cnn(-c3ccccc3)c2-n2cccc2)c1
 : 15	3	0	-2	10	5	9	9	0
CCC(=O)Nc1cccc(C(=O)c2ccc(C)c(C)c2)c1
 : 4	6	-2	-1	6	3	-1	-3	0
CC(=O)c1cccc(NS(=O)(=O)c2ccc(-c3cnc(C4CC4)o3)cc2)c1
 : 9	-2	-3	10	5	4	4	-1	4
CCOC(=O)Nc1ccc2c(c1)N(C(=O)CCN(CC)CC)c1ccccc1CC2
 : -5	1	-1	13	-8	-5	-9	-1	-2
O=c1ccn(-c2ccccc2)[nH]1
 : 12	0	1	17	3	0	1	-7	9
COc1ccccc1NC(=O)Cn1cc(C(=O)C2CC2)c2ccccc21
 : -2	-2	0	5	-1	-1	3	2	-8
O=C(O)c1cc([N+](=O)[O-])c(N2CCCC2)c([N+](=O)[O-])c1
 : 8	-4	1	14	0	2	10	7	10
CC1=NN(C(=O)Cc2ccc([N+](=O)[O-])cc2)C(O)(c2cccnc2)C1 (centres undefined)
 : -3	1	-4	8	6	-2	8	7	0
Cc1ccc(C)c2nc(Cl)c(C#N)cc12
 : 4	-1	-5	0	5	-2	-4	-11	2
Cn1cc(C(c2ccccc2OCC(=O)O)c2cn(C)c3ccccc23)c2ccccc21
 : 3	-10	-3	11	1	-1	10	4	-2
CN(CCOc1ccccc1)C(=O)c1ccc2c(=O)n3c(nc2c1)CCC3
 : 17	5	-3	-2	4	3	-5	6	0
Cc1cc(NC(=O)CCC(=O)N(Cc2ccco2)C(C(=O)NCC2CCCO2)c2ccncc2)no1 (centres undefined)
 : -2	4	-2	2	6	1	1	4	8
Cc1ccc(S(=O)(=O)N(C)c2ccc(C(=O)Nc3ccccc3C(=O)N3CCOCC3)cc2)cc1
 : 11	1	-2	4	3	-3	5	-4	6
O=[N+]([O-])c1cccc(NN=Nc2ccccc2)c1
 : 10	-2	4	10	4	19	0	9	4
O=C(c1cc2ccccn2n1)N1CCN(c2ccccn2)CC1
 : -8	-5	-1	9	7	-7	0	4	2
Cc1cc(C)n(CCCN2CCC(C(=O)Nc3cccc(-c4cccc(F)c4)c3)CC2)n1
 : -37	-3	1	4	-1	6	0	2	-1
CC(C)(C)OC(=O)N1CCC(c2cc(-c3cccs3)n[nH]2)CC1
 : -4	2	2	5	2	3	0	8	4

3 structures from above, sorted by length of the SMILES, rising:
Order of values – PREPL inh	PAD4 inh	LYPLA1 inh	PAFAH1B3 FP inh	GSTO1 counter	LYPLA2 inh	PAFAH2 FP inh	pPAFAH inh	PAFAH1B2 FP inh
CC(C)(C)OC(=O)N1CCC(c2cc(-c3cccs3)n[nH]2)CC1
 : -4	2	2	5	2	3	0	8	4
O=C(O)c1cc([N+](=O)[O-])c(N2CCCC2)c([N+](=O)[O-])c1
 : 8	-4	1	14	0	2	10	7	10
Cc1ccc(S(=O)(=O)N(C)c2ccc(C(=O)Nc3ccccc3C(=O)N3CCOCC3)cc2)cc1
 : 11	1	-2	4	3	-3	5	-4	6

Next structures.
| molecule | PREPL inh | PAD4 inh | LYPLA1 inh | PAFAH1B3 FP inh | GSTO1 counter | LYPLA2 inh | PAFAH2 FP inh | pPAFAH inh | PAFAH1B2 FP inh |
| --- | --- | --- | --- | --- | --- | --- | --- | --- | --- |
| O=C1c2cccc3cccc(c23)C(=O)N1CCCN(C(=O)c1cccs1)c1cccc(F)c1 | 2 | -1 | 4 | 1 | -3 | 6 | -6 | 2 | 0 |
| CSc1nnc(CCNC(=O)OC(C)(C)C)o1 | 2 | 2 | -1 | 4 | -5 | -1 | 9 | 1 | 4 |
| COc1ccc(N(CC(=O)NC2CCCC2)C(=O)CCC(=O)Nc2cc(C)on2)c(OC)c1 | 11 | 3 | 1 | 0 | -3 | 3 | 3 | 4 | 4 |
| COC(=O)c1sccc1NC(=O)c1c(F)c(F)c(F)c(F)c1F | 12 | 1 | 2 | . | -11 | -1 | . | 0 | . |
| O=C(NCc1ccc(-c2csnn2)cc1)c1cc(Cl)cc(Cl)c1 | 9 | 3 | -2 | 2 | 1 | 2 | -1 | 3 | 1 |
| Cc1oc(-c2ccc(Cl)cc2)nc1CN1CCCN(C(=O)c2ccco2)CC1 | 7 | 1 | -4 | 0 | 5 | -2 | 3 | 4 | -1 |
| CN(CC1CCOCC1)C(=O)CC1C(=O)NCCN1C/C=C/c1ccccc1 (centres undefined) | 14 | 5 | -4 | 3 | -4 | -3 | -2 | 2 | 6 |
| CCSc1ncc(Cl)c(C(=O)Nc2ccccc2)n1 | -8 | -2 | -4 | 4 | -2 | 2 | -3 | 1 | 5 |

4 neighbouring compounds from above, for reference:
| molecule | PREPL inh | PAD4 inh | LYPLA1 inh | PAFAH1B3 FP inh | GSTO1 counter | LYPLA2 inh | PAFAH2 FP inh | pPAFAH inh | PAFAH1B2 FP inh |
| --- | --- | --- | --- | --- | --- | --- | --- | --- | --- |
| COC(=O)c1sccc1NC(=O)c1c(F)c(F)c(F)c(F)c1F | 12 | 1 | 2 | . | -11 | -1 | . | 0 | . |
| O=C(NCc1ccc(-c2csnn2)cc1)c1cc(Cl)cc(Cl)c1 | 9 | 3 | -2 | 2 | 1 | 2 | -1 | 3 | 1 |
| Cc1oc(-c2ccc(Cl)cc2)nc1CN1CCCN(C(=O)c2ccco2)CC1 | 7 | 1 | -4 | 0 | 5 | -2 | 3 | 4 | -1 |
| CN(CC1CCOCC1)C(=O)CC1C(=O)NCCN1C/C=C/c1ccccc1 (centres undefined) | 14 | 5 | -4 | 3 | -4 | -3 | -2 | 2 | 6 |

(continued)
| molecule | PREPL inh | PAD4 inh | LYPLA1 inh | PAFAH1B3 FP inh | GSTO1 counter | LYPLA2 inh | PAFAH2 FP inh | pPAFAH inh | PAFAH1B2 FP inh |
| --- | --- | --- | --- | --- | --- | --- | --- | --- | --- |
| CCc1nccn1S(=O)(=O)c1cc(OC)ccc1OC | 2 | -3 | -1 | 10 | 0 | -2 | -1 | -1 | 2 |
| COc1ccc(-n2nc3cc(C)c(NC(=S)NC(=O)c4ccccc4C)cc3n2)cc1 | 5 | 1 | -1 | 1 | 1 | 3 | -9 | 6 | -1 |
| CN1C=CC2=C(C#N)C(N)C(C#N)(C#N)C(c3ccccc3)C2C1 (centres undefined) | 12 | 5 | -1 | 11 | 5 | 5 | -14 | 4 | 3 |
| Cc1cc(C)nc(SCc2ccc(C(=O)NN=C3C4CC5CC(C4)CC3C5)cc2)n1 | -1 | 0 | -14 | 6 | -5 | -16 | -3 | 9 | 0 |
| COc1cc2c(cc1OC)C(COc1ccc(F)cc1)NCC2 (centres undefined) | 16 | -7 | 1 | 2 | -8 | -3 | -2 | 1 | -3 |
| Cn1cccc1CC(=O)NNC(=O)Nc1ccc(Cl)cc1 | -1 | 2 | -1 | -4 | 3 | 1 | -1 | 12 | 3 |
| COc1ccc(CN2CCN(C(=O)c3ccco3)CC2)cc1OC | 7 | -9 | 1 | 4 | -12 | -2 | -2 | -10 | -4 |
| COc1ccc(OC)c(C(C(=O)NCc2ccco2)N(C(=O)Cn2nnc3ccccc32)C2CC2)c1 (centres undefined) | 1 | -1 | 1 | -2 | 3 | 3 | 3 | -3 | 2 |
| CCCn1c2ccccc2c2nnc(SCC(=O)Nc3c(C)n(C)n(-c4ccccc4)c3=O)nc21 | 4 | -5 | -1 | 4 | -2 | -1 | -6 | 1 | 1 |
| CC(=O)Nc1ccc(NC(=O)c2sc(-c3ccccc3)nc2C)cc1 | -4 | 0 | 3 | 8 | -8 | 1 | -3 | 4 | 4 |
| CN(C)P(=NC(=O)COc1ccc(Cl)cc1Cl)(N(C)C)N(C)C | 17 | 2 | 4 | 5 | 0 | 7 | -8 | 3 | 5 |
| O=C(/C=C/c1ccco1)Nc1nc(-c2ccccc2)cs1 | -5 | -3 | -16 | 1 | -7 | -16 | -11 | 10 | 2 |
| Cc1ccc(S(=O)(=O)C2(C(=O)Nc3ccc4c(c3)OCO4)CC2)cc1 | -8 | -1 | -3 | 8 | 0 | 2 | 10 | -8 | 3 |
| Cc1ccc(CN2CCN(CC3CC4C=CC3C4)CC2)cc1 (centres undefined) | -6 | 1 | 1 | -3 | 4 | 3 | 9 | 2 | 6 |
| CC(=O)Nc1ccc2ccc3cccc4ccc1c2c34 | -6 | -7 | 0 | 0 | 2 | -3 | -2 | 6 | 5 |

High-throughput results: PubChem, The Scripps Research Institute Molecular Screening Center
